# inhibitors of VEEV: inhibitors of VEEV TC-83 cytopathic effect, confirmation, Vero cells (AID 588727); Vero cells, VEEV TC-83 cytopathic effect inhibition; higher % means a stronger effect; inhibition, % at 20 µM; hits with a dose series show IC50 in µM; 0.13% of 350,000 active; in the data active means a potency from the dose series; inconclusive means inhibition mostly from about 14% at the one dose, without a potency; inactive means the rest, 99 in 100 with inhibition below about 12%; further: strong numbers were not always called active
# M. tuberculosis HTS: M. tuberculosis growth inhibition, HTS (AID 449762); one-dose inhibition, % at 25 µM; IC50 in µM for titrated hits; M. tuberculosis H37Rv growth inhibition, 7H9 media; higher % means a stronger effect; 0.59% of 330,000 active; in the data active means a potency from the dose series; inconclusive means inhibition above about 70% without an active follow-up result;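 further: bacterial growth assessed after seven days of incubation; strong numbers were not always called active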
# PhoP GFP inhibition: PhoP regulon inhibitors, Salmonella typhi PhoP promoter GFP reporter, confirmatory (AID 1850); Salmonella Typhi PhoP-promoter GFP reporter, fluorescence, 4 h; higher % means a stronger effect; 0.33% of 310,000 active; inhibition, % at 50 µM; hits with a dose series show IC50 in µM; in the data active means a potency from the dose series; inconclusive means inhibition mostly from about 25% at the one dose, without a potency; inactive means the rest, 99 in 100 with inhibition below about 19%;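 further: 0% = induced wells with vehicle and 100% = uninduced wells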
# influenza NS1A: NS1A inhibition, H1N1 influenza, cell based functional assay (AID 504329) | NS1A functional cell-based assay, percent inhibition; higher % means a stronger effect | one-dose inhibition, % at 12.5 µM; IC50 in µM for titrated hits | 0.3% of 340,000 active; in the data active means a potency from the dose series; inconclusive means inhibition above about 27% without an active follow-up result; further: strong numbers were not always called active
# tuberculosis growth: growth inhibition of non-replicating M. tuberculosis (AID 488890); Mycobacterium tuberculosis non-replicating, growth inhibition; higher % means a stronger effect; inhibition, % at 25 µM; hits with a dose series show IC50 in µM; 0.39% of 320,000 active; in the data active means a potency from the dose series; inconclusive means inhibition mostly from about 82% at the one dose, without a potency; inactive means the rest, 99 in 100 with inhibition below about 76%;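 further: plate controls were DMSO cells for no effect and high antibiotic wells for full effect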
# inhibitors of VEEV 10K pilot screen: further read-out of inhibitors of VEEV, marked with its call; inhibition, %; measured here: 10K pilot screen inhibition
# Starred values were filed as active, the others as inactive; i = inactive; ? = inconclusive; . = not tested or not shown.
SMILES,inhibitors of VEEV,M. tuberculosis HTS,PhoP GFP inhibition,influenza NS1A,tuberculosis growth,others
Cc1cc(C(=O)Nc2ccccc2N2CCOCC2)c(C)o1,0.3%,-8.8%,4.8%,-15.6%,12.7%,
Cc1ccc(NC(=O)CCOc2ccccc2C)cc1C,0.0%,49.1%,6.4%,-9.4%,29.3%,
OCc1nnc2c3ccccc3c(-c3ccccc3)nn12,i,-4.9%,2.9%,6.5%,38.9%,
O=C(NCC(c1ccco1)N1CCCC1)c1cc2ccccc2s1 (configuration not stated),0.8%,-8.8%,.,1.1%,23.5%,
O=C(NC1CCCCC1)C1CC(=O)N(c2cccc([N+](=O)[O-])c2)C1 (configuration not stated),0.9%,98.5%,12.5%,9.3%,-4.9%,
COc1ccc(NC(=S)NCCc2ccc(S(N)(=O)=O)cc2)c(OC)c1,4.9%,-2.3%,8.0%,0.6%,-13.1%,
Cn1c(CNC(=O)c2ccc3c(c2)OCO3)nnc1SCC(=O)Nc1ccccc1Cl,1.3%,3.5%,-1.1%,-6.7%,-5.6%,
CCOc1ccc(NS(=O)(=O)c2ccc(C(=O)NC3CCC(O)CC3)cc2)cc1 (configuration not stated),1.0%,13.2%,-1.9%,2.5%,6.5%,
O=C(Cc1ccccc1)NC(NNc1ccccc1)(C(F)(F)F)C(F)(F)F,2.2%,5.9%,-6.2%,-0.5%,6.5%,
CC(=O)c1ccc(S(=O)(=O)NCCC(=O)OC(C)C(=O)Nc2ccc(F)cc2)cc1 (configuration not stated),6.4%,-14.4%,8.2%,-5.1%,-7.0%,
O=C(c1cccc([N+](=O)[O-])c1)N1CCN(c2n[nH]c(=O)[nH]c2=O)CC1,0.3%,-1.9%,-17.6%,14.2%,-6.7%,
COc1cccc(CNC(=S)Nc2cc(C)ccc2C)c1,i,0.3%,7.8%,-1.9%,73.8%,
CCc1cc[n+](C2=C([O-])c3ccccc3C(=O)/C2=N\S(=O)(=O)c2cccs2)cc1,1.4%,2.1%,-5.4%,2.1%,19.9%,
COc1ccc(N=Cc2c(O)cc(C)oc2=O)cc1,0.5%,95.4%,11.0%,-17.5%,7.7%,
N#CCCn1cc(C(=O)NCc2ccccc2)c(-c2ccc3c(c2)OCCO3)n1,5.1%,-3.9%,2.8%,-5.9%,-20.1%,
Cc1ccc2cc3c(N)c(C(=O)Nc4c(C)[nH]c(=O)[nH]c4=O)sc3nc2c1,i,9.2%,0.2%,11.0%,0.1%,
Cc1cc(Br)ccc1NC(=O)CNC(=O)CNc1cccc([N+](=O)[O-])c1,1.7%,-0.6%,.,0.1%,10.3%,
Cc1ccc(/C=C(\C#N)C(=O)Nc2cccc(C)n2)cc1,0.6%,-3.3%,0.8%,-8.2%,17.0%,
COc1ccc([C@H]2[C@H](C(=O)C(C)(C)C)N3N=Cc4ccccc4C3[C@]23N=C(c2ccccc2)OC3=O)cc1 (some centres not stated),i,68.2%,-7.9%,-4.0%,?,
Cc1cccc(NC(=O)COC(=O)c2ccc3nc(C)c(C)nc3c2)c1,1.0%,3.0%,.,1.6%,44.0%,
O=C(Nc1ncccc1O)c1cccc(S(=O)(=O)N2CCCC2)c1,0.1%,0.8%,2.4%,10.8%,-7.4%,
Cc1ccc(CN2C3=NCCN3c3ccccc32)cc1,i,-3.4%,36.6%,1.2%,9.5%,
CSc1ccc(CN(C)C(=O)c2cccc(S(=O)(=O)N3CCN(Cc4ccccc4)CC3)c2)cc1,5.0%,?,-1.1%,5.1%,5.5%,
Cc1cccc(N2CC(O)=C(c3nc4ccccc4n3C)C2=N)c1,0.4%,-3.7%,-1.4%,0.6%,0.4%,

# Six structures out of the list, sorted by number of heavy atoms, low to high:
SMILES,inhibitors of VEEV,M. tuberculosis HTS,PhoP GFP inhibition,influenza NS1A,tuberculosis growth,others
COc1ccc(N=Cc2c(O)cc(C)oc2=O)cc1,0.5%,95.4%,11.0%,-17.5%,7.7%,
Cc1ccc(CN2C3=NCCN3c3ccccc32)cc1,i,-3.4%,36.6%,1.2%,9.5%,
Cc1ccc(/C=C(\C#N)C(=O)Nc2cccc(C)n2)cc1,0.6%,-3.3%,0.8%,-8.2%,17.0%,
Cc1cc(Br)ccc1NC(=O)CNC(=O)CNc1cccc([N+](=O)[O-])c1,1.7%,-0.6%,.,0.1%,10.3%,
CSc1ccc(CN(C)C(=O)c2cccc(S(=O)(=O)N3CCN(Cc4ccccc4)CC3)c2)cc1,5.0%,?,-1.1%,5.1%,5.5%,
COc1ccc([C@H]2[C@H](C(=O)C(C)(C)C)N3N=Cc4ccccc4C3[C@]23N=C(c2ccccc2)OC3=O)cc1 (some centres not stated),i,68.2%,-7.9%,-4.0%,?,

# Further records follow.
SMILES,inhibitors of VEEV,M. tuberculosis HTS,PhoP GFP inhibition,influenza NS1A,tuberculosis growth,others
Cc1ccc2nc(-c3ccc(S(=O)(=O)N4CCCCC4)cc3)cn2c1,1.4%,4.9%,4.9%,-7.4%,-5.5%,inhibitors of VEEV 10K pilot screen=1.7
Cc1cccc(OCC(=O)Nc2ccccc2N2CCN(C)CC2)c1,i,-3.8%,2.1%,5.7%,-9.0%,
O=C(O)CCc1nn2c3ccccc3n(CC(=O)c3cccs3)c2nc1=O,0.7%,-0.8%,-4.0%,-20.4%,0.0%,
COCC(=O)N(C)CC1CCCN(CCc2ccccc2OC)C1 (configuration not stated),i,-2.6%,6.2%,-5.6%,-24.2%,
O=C(CN1C(=O)C2C3C=CC(C3)C2C1=O)OCC(=O)c1ccc(Cl)c([N+](=O)[O-])c1 (configuration not stated),0.6%,7.8%,0.6%,-6.7%,32.6%,
C/C=C/CC1(CC)C(=O)NC(=S)NC1=O,0.6%,0.8%,-2.6%,-5.8%,-20.7%,
C=CCNc1ncnc2c1cnn2-c1cccc(C)c1,6.1%,6.5%,-9.5%,7.9%,.,
Cc1ccc(C)c(N(CC(=O)NC2CCCC2)C(=O)CNC(=O)c2cccs2)c1,1.4%,-4.1%,-1.6%,7.6%,15.2%,
O=C(O)c1cc(-c2ccccc2Cl)n(-c2ccc(F)cc2)n1,1.2%,-3.2%,-3.6%,-8.8%,27.6%,
COc1ccccc1NC(=O)NC1(C(=O)N2CCC(C)CC2)CCCCC1,1.2%,-0.7%,-9.9%,1.8%,4.2%,
CC1(c2ccccc2)O[C@@H]2C[C@H]3[C@@H]4CCC5=CC(=O)C=C[C@]5(C)[C@@]4(F)[C@@H](O)C[C@]3(C)[C@]2(C(=O)CO)O1 (some centres not stated),1.2%,-3.9%,-5.8%,1.5%,33.2%,
COc1cc(/C=N/NC(=O)C(=O)NCc2ccco2)cc(Br)c1O,3.2%,-0.2%,15.0%,11.5%,-1.9%,
CCOC(=O)CNC(=O)CSc1nnc(SCC(=O)NCC(=O)OCC)s1,i,-0.8%,-8.4%,27.4%,13.2%,
Cc1oc(-c2ccccc2Cl)nc1CS(=O)CC(=O)NCc1ccc(Cl)cc1 (configuration not stated),0.8%,3.7%,-8.7%,-8.5%,12.5%,
CCc1nnc(NC(=O)Cc2ccc(Br)cc2)s1,0.0%,6.2%,5.6%,-7.1%,-7.5%,
CC(=NNC(=O)c1ccncc1)c1ccccc1Cl,0.4%,.,.,-4.1%,.,
N#Cc1c(-c2ccccc2)cc2nc3ccccc3n2c1N,0.5%,-0.7%,-11.9%,-2.1%,29.6%,
Cc1ccc(C)c(OCCN2C(=O)NC3(CCc4ccccc4C3)C2=O)c1 (configuration not stated),3.8%,7.2%,-4.3%,-1.5%,43.2%,
CN(C)C(CNC(=O)c1ccc(NC(=O)CC#N)cc1)c1ccccc1 (configuration not stated),0.4%,1.9%,6.5%,2.8%,24.1%,
N#CCCCn1c(=O)oc2ccccc21,0.6%,2.6%,-9.2%,1.2%,6.7%,
Cc1c(C(=O)C(=O)N2c3ccc(F)cc3CCC2C)c2ccccc2n1C (configuration not stated),11.8%,-1.3%,0.9%,3.6%,20.0%,
COc1ccc(/C=C/C(=O)Oc2ccc(C)c(C)c2)cc1OC,3.3%,?,3.2%,-13.1%,?,
O=S(=O)(Nc1ccc(-n2cccc2)cc1)c1ccccc1,4.5%,-1.5%,-10.3%,11.6%,8.5%,
COc1cccc(C(=O)NNC(=O)c2ccccc2)c1,0.7%,-4.6%,-0.7%,-5.2%,0.1%,

# For reference, four of the compounds above:
SMILES,inhibitors of VEEV,M. tuberculosis HTS,PhoP GFP inhibition,influenza NS1A,tuberculosis growth,others
Cc1c(C(=O)C(=O)N2c3ccc(F)cc3CCC2C)c2ccccc2n1C (configuration not stated),11.8%,-1.3%,0.9%,3.6%,20.0%,
COc1ccc(/C=C/C(=O)Oc2ccc(C)c(C)c2)cc1OC,3.3%,?,3.2%,-13.1%,?,
O=S(=O)(Nc1ccc(-n2cccc2)cc1)c1ccccc1,4.5%,-1.5%,-10.3%,11.6%,8.5%,
COc1cccc(C(=O)NNC(=O)c2ccccc2)c1,0.7%,-4.6%,-0.7%,-5.2%,0.1%,

# Random excerpt: 3 compounds from above
SMILES,inhibitors of VEEV,M. tuberculosis HTS,PhoP GFP inhibition,influenza NS1A,tuberculosis growth,others
COc1ccc(/C=C/C(=O)Oc2ccc(C)c(C)c2)cc1OC,3.3%,?,3.2%,-13.1%,?,
CCc1nnc(NC(=O)Cc2ccc(Br)cc2)s1,0.0%,6.2%,5.6%,-7.1%,-7.5%,
CC(=NNC(=O)c1ccncc1)c1ccccc1Cl,0.4%,.,.,-4.1%,.,

# Next part
SMILES,inhibitors of VEEV,M. tuberculosis HTS,PhoP GFP inhibition,influenza NS1A,tuberculosis growth,others
COc1cc(/C=C/C(=O)OCC(=O)Nc2ccc(S(=O)(=O)N3CCCC3)cc2)ccc1O,i,64.2%,-3.4%,3.0%,?,
COc1ccc(C(=O)Nc2nccs2)cc1[N+](=O)[O-],0.2%,3.2%,0.9%,4.1%,18.2%,
COc1ccc(CN2CCN(c3ccccc3F)CC2)c(OC)c1,.,3.2%,-0.5%,.,2.5%,
Cc1ccccc1Cn1c(=N)n(CC(=O)c2ccc([N+](=O)[O-])cc2)c2ccccc21,>25µM*,7.8%,14.4%,5.1%,23.5%,
COc1cc(N2CCCC2)ccc1[N+](=O)[O-],1.4%,10.2%,-9.8%,-6.2%,-5.7%,
CCCn1c(SC(C)C(=O)NC2CCCC2)n[nH]c1=O (configuration not stated),4.5%,.,.,-2.7%,.,
CCCCC(=O)N1C/C=C\C(c2ccc(OC)cc2)N(Cc2ccc(F)cc2)C(=O)C1 (configuration not stated),0.1%,1.2%,5.4%,1.5%,11.2%,
Cc1ccc(C(=O)N/C(=C\c2sccc2C)C(=O)NCc2ccco2)cc1,i,5.0%,-1.9%,-0.1%,-4.4%,
COc1cc(/C=C2/S/C(=N/S(=O)(=O)Cc3ccccc3)NC2=O)c([N+](=O)[O-])cc1OC,0.6%,2.7%,9.3%,14.4%,23.3%,
COc1cccc(CN2CCN(C(=O)COc3ccc4ccccc4c3)CC2)c1,3.6%,4.1%,1.1%,4.5%,22.6%,
CC(C)=CCc1ccc(O)c(=O)cc1C(C)C,13.5%,.,.,5.8%,.,
CCCc1nc2c(sc3nc4c(cc32)COC(C)(C)C4)c(=O)n1CCN(CC)CC,1.6%,-3.1%,6.0%,3.6%,1.0%,
CCN(C(=O)COC(=O)C1CCN(S(=O)(=O)c2ccc(C)c(C)c2)CC1)C1CCCCC1,3.6%,-0.3%,.,-6.3%,29.6%,
CSCC[C@H](NC(=O)c1cc2c([nH]c3ccccc32)c(-c2ccccc2)n1)C(=O)O,0.7%,8.6%,10.0%,-2.4%,-4.7%,
O=C(NCc1ccccc1)c1cccc(COc2cc(Cl)ccc2Cl)c1,0.8%,-0.8%,-6.2%,9.4%,-11.9%,
CCN(CC)C(=O)Cn1cc(C(=O)C(=O)N2CCN(Cc3ccc4c(c3)OCO4)CC2)c2ccccc21,1.8%,-5.5%,-1.7%,-7.7%,-6.3%,
NC(=O)c1ccc(NC(=O)Cc2ccc(S(=O)(=O)N3CCCCC3)cc2)cc1,7.4%,3.6%,.,-11.1%,7.2%,
Cc1ccc2nc(-c3ccccn3)cc(C(=O)Nc3ccc(S(=O)(=O)N4CCOCC4)cc3)c2c1,9.1%,64.4%,-2.6%,0.1%,7.8%,
Cc1cc2n(n1)C(c1sccc1C)Nc1c(C)cccc1-2 (configuration not stated),1.8%,-6.3%,.,-11.7%,3.4%,
c1ccc2sc(N3CCCCC3)nc2c1,i,.,.,-1.0%,.,
O=C(C1CCC(=O)N(C2CCCC2)C1)N1CCN(Cc2cccc(F)c2)CC1 (configuration not stated),0.1%,-6.3%,-5.5%,5.1%,-6.1%,

# High-throughput results as filed in PubChem BioAssay.
